Assay outcomes: PubChem, National Center for Advancing Translational Sciences (NCATS)
BAZ2B block – inhibitors of human BAZ2B bromodomain. Q9UIF8. AlphaScreen BAZ2B-H3K14Ac peptide displacement. Potency, µM (doses to about 114 µM), for the others: at the top dose activity change, negative = inhibition, most hits filed as inhibitors. 4.4% of 360,000 active. AID 504333; also: % is scaled to controls: 0 for no effect and ±100 for the full control effect; nearly all actives have a fitted effect of over 60% in size
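AlphaScreen displacement of biotin-H3(5-23)K14Ac peptide (50 nM final) from BAZ2B (50 nM final) in PBS pH 7.4, 0.01% Tween-20; complex preformed 30 min RT, then compounds (top 110 uM) 30 min RT, beads 20 min dark.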
JMJD2A Tudor – blocks the human JMJD2A Tudor domain | AlphaScreen JMJD2A-Tudor / H3K4me3 peptide binding | Potency, µM (top dose mostly 114 µM), for inactives: at the top dose activity change, negative = inhibition, most hits filed as inhibitors | 4.4% of 390,000 active; also: % is scaled to controls: 0 for no effect and ±100 for the full control effect; nearly all actives have a fitted effect of over 50% in size
APEX1 inh – blocks human APE1 abasic DNA cleavage; P27695; recombinant APE1, TAMRA/BHQ-2 abasic DNA cleavage fluorescence; Potency, µM (series often up to 65.8 µM), for inactives: top-dose activity change, negative = inhibition, hits mostly inhibitors; 0.35% of 350,000 active; AID 2517;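 also: plate controls were vehicle for no effect and reference inhibitor for full effect; nearly all actives have a fitted effect of over 55% in size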
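Substrate: short duplex with […] THF abasic site, 5'-TAMRA and 3'-BHQ-2, 50 nM final. APE1 at 0.75 nM, preincubated 15 min RT with compound. Fluorescence increase from first to third read measured activity.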
Pol iota inh – blocks human DNA polymerase iota activity. Pol iota fluorescent replication assay, 10 min. Q9UNA4. 1% of 390,000 active. Potency, µM (doses to about 115 µM), without a hit: top-dose activity, negative = inhibition, most hits filed as inhibitors
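Pol iota at 10 nM preincubated 15 min with compounds at room temperature; reaction started with fluorescent substrate, 50 nM final. Fluorescence read kinetically at 0 and 10 min; buffer-only wells as negative control.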
G9a inh – inhibitors of human histone lysine methyltransferase G9a; G9a H3K9 monomethylation, AlphaScreen, 2 h; Potency, µM (titrated, usually from 102 µM), without a hit: top-dose activity, negative = inhibition, usual class: inhibitors; 8.8% of 350,000 active; AID 504332; also: % is scaled to controls: 0 for no effect and ±100 for the full control effect; nearly all actives have a fitted effect of over 75% in size
Target sequence (Q96KQ7 913-1193 limits assumed): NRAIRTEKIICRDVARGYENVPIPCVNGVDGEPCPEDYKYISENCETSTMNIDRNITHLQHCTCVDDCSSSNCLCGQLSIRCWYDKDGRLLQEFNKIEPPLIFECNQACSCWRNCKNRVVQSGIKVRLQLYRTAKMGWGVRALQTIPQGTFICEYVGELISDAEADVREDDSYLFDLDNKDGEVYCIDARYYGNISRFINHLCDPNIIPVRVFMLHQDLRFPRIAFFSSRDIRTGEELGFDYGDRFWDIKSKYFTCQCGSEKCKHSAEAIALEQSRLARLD
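Quantitative HTS format: methyltransferase activity on a biotin-tagged H3K9 peptide is measured by AlphaScreen, using a rabbit anti-monomethyl-H3K9 antibody with streptavidin donor and anti-IgG acceptor beads. Final levels are 20 nM enzyme, 500 nM peptide, 20 uM SAM; 2 h RT.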
Pol beta inh – inhibitors of human DNA polymerase beta; P06746; Pol beta primer extension/strand displacement, fluorescence kinetic; Potency, µM (series often up to 114 µM), for the others: at the highest dose activity change, negative = inhibition, usual class: inhibitors; 1.3% of 340,000 active; AID 485314; also: % is scaled to controls: 0 for no effect and ±100 for the full control effect
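10 nM enzyme + cpd, 15 min RT; start with substrate 50 nM final; read 0 min and after 10 min RT. Corrected, normalized data; 4-parameter Hill curve fit.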
POLH inh – blocks human DNA polymerase eta activity; Q9Y253; recombinant Pol eta, fluorescent DNA replication assay; Potency, µM (series often up to 114 µM), inactives show top-dose activity change, negative = inhibition, usual class: inhibitors; 1.2% of 390,000 active; also: % is scaled to controls: 0 for no effect and ±100 for the full control effect
Target sequence (Q9Y253 whole entry, looked up): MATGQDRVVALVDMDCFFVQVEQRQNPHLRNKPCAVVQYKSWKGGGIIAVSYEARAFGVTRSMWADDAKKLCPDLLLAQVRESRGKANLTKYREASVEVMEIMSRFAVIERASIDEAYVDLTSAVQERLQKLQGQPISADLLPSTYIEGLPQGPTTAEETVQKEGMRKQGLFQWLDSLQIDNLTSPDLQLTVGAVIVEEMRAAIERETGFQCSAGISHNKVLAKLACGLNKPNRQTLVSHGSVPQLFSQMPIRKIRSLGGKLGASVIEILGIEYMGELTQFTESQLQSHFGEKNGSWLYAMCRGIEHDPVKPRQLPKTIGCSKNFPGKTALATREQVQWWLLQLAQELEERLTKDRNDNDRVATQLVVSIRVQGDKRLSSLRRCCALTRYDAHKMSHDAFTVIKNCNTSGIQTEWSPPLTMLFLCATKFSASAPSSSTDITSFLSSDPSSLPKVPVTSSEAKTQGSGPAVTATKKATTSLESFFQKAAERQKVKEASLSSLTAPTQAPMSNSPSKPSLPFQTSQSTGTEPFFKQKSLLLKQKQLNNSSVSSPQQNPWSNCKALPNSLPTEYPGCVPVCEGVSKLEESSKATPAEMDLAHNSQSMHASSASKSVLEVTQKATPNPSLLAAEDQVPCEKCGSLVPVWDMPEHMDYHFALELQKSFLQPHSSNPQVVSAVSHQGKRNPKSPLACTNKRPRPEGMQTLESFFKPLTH
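Pol eta at 10 nM preincubated with compounds 15 min at room temperature; reaction started with fluorescent substrate (50 nM final) and read kinetically at 0 and 10 min.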
BLM helicase inh – blocks DNA unwinding by human BLM helicase | recombinant BLM DNA unwinding, fluorescence dequenching | P54132 | Potency, µM (titrated, usually from 56.1 µM), for the others: top-dose activity change, negative = inhibition, hits mostly inhibitors | 0.2% of 350,000 active | AID 2528;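 also: plate controls were vehicle for no effect and no enzyme for full effect; nearly all actives have a fitted effect of over 35% in size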
POLK inh – DNA polymerase kappa (human) inhibition. purified Pol kappa, fluorescent DNA synthesis assay, 10 min. Potency, µM (series often up to 107 µM), for inactives: top-dose activity, negative = inhibition, actives largely listed as inhibitors. 0.53% of 400,000 active; also: % is scaled to controls: 0 for no effect and ±100 for the full control effect
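Readout: fluorescence, taken kinetically at 0 and 10 min. Conditions: 10 nM Pol kappa, 15 min RT compound preincubation, 50 nM substrate final. Controls: enzyme-free buffer wells.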
The depositor's hits bear a star; u = inconclusive; x = not tested or not shown; [ ] = another dose, or the depositor's remark. Calls follow the shape of the dose curve; as a rule, active = well fitted curve in the direction sought with a large enough effect; inconclusive = small, poorly fitted or top-dose-only effect, or another doubt; inactive = no such curve, though single readings can be large; an effect the other way counts as inactive or inconclusive. Potency is read from the fitted curve at half-maximal effect. These rows are one share of the data. The share of hits here may be higher or lower than overall.

| No. | Structure | BAZ2B block | JMJD2A Tudor | APEX1 inh | Pol iota inh | G9a inh | Pol beta inh | POLH inh | BLM helicase inh | POLK inh |
| --- | --- | --- | --- | --- | --- | --- | --- | --- | --- | --- |
| 1 | C/C(=N\NC(=O)Cc1c(C)[nH][nH]c1=O)c1cccc(Br)c1 | 1.8% | -3.7%[11.4 µM] | -2.5% | 6.2% | 38.2%[59 µM] | -1.0% | -5.5% | 3.2% | -1.9% |
| 2 | CCOc1cc2[nH]c(=S)n(Cc3ccc(C(=O)NCCOC)cc3)c(=O)c2cc1OCC | 9.5% | -19.0% | 21.4% | 7.8% | u | 20.6% | u | -14.4% | -20.4% |
| 3 | CC(Sc1nnnn1C1CC1)C(=O)Nc1cccc(S(=O)(=O)N2CCOCC2)c1 (stereo not given) | 6.9% | -18.2% | -10.5% | 11.8% | -8.4% | x | -4.7% | x | -5.8% |
| 4 | CN(C(=O)COC(=O)/C=C/c1ccc(S(=O)(=O)N2CCc3ccccc32)cc1)C1CCS(=O)(=O)C1 (stereo not given) | -27.6% | -16.8% | -0.9% | 4.6% | 2.4% | 6.7% | -4.4% | -4.8% | -3.8% |
| 5 | Cc1ccc(CNC(=O)C2CC=CCC2C(=O)O)cc1 (stereo not given) | -24.9% | 5.0% | 7.6% | -10.2% | 2.1%[0.501 µM] | 16.8% | -14.9% | -4.5% | 3.5% |
| 6 | Cc1ccc(Cl)cc1N1CCN(C(c2ccc(C#N)cc2)c2nnnn2C2CCCC2)CC1 (stereo not given) | 12.9% | -16.4% | -0.5% | 20.1% | 0.1% | 1.3% | -10.3% | -5.1% | -16.5% |
| 7 | O=C(Nc1ccccc1)Nc1ccc(Cl)c([N+](=O)[O-])c1 | -33.5% | -7.9% | 0.3% | -13.4% | -13.6%[59 µM] | -29.8% | 4.5% | -18.8% | 0.3% |
| 8 | Cc1ccc(Cl)cc1N(C)C(=O)c1noc2c1CCCCC2 | 11.0%[57.1 µM] | -4.2% | x | -0.7% | -2.3%[59 µM] | -8.5% | -1.8% | -2.1% | -19.5% |
| 9 | CO/C(N)=C(\C#N)N=Cc1ccccc1Cl | -22.4% | -22.4% | 2.4% | 55.8%[activator] | -17.9% | -18.2% | -4.4% | -7.8% | -7.7% |
| 10 | CN(c1ccccc1)S(=O)(=O)c1cc(C(=O)OCC(N)=O)ccc1Cl | x | -10.9% | -4.9% | 6.0% | 8.5% | -0.6% | -18.1% | 2.2% | -0.6% |
| 11 | CCN1C(=O)NC2C1N(S(C)(=O)=O)CCN2S(C)(=O)=O (stereo not given) | -0.5% | 5.8% | -1.6% | -4.0% | 0.3% | 0.8% | -13.2% | -0.9% | 10.4% |
| 12 | O=C(Cn1ccc(NC(=O)OCc2ccccc2)nc1=O)NCCN1CCOCC1 | 10.8% | -18.2% | 1.8% | -10.3% | 9.1%[0.501 µM] | x | 0.5% | x | -17.2% |
| 13 | OC1(c2cccs2)CN(c2ccc(Cl)cc2)C2=[N+]1CCCS2 (stereo not given) | u | -8.0% | 6.7% | -3.9% | 7.9% | 30.7% | 0.7% | 3.8% | -11.9% |
| 14 | CC(C)=C1SC(N2CCN(c3cccc(C)c3)CC2)=NC1=O | -0.4% | -14.1% | 2.4% | 9.8% | 10.3%[12.7 µM] | 1.7% | -2.2% | -2.7% | -5.8% |
| 15 | COc1ccc(NC(C)=O)cc1S(=O)(=O)N1CCN(C/C=C/c2ccccc2)CC1 | x | -18.1% | 8.3% | 11.7% | 0.2% | 5.4% | -8.5% | -0.3% | 3.3% |
| 16 | O=C(COC(=O)/C=C/c1ccc(S(=O)(=O)N2CCCCCC2)cc1)NCc1ccccc1Cl | 1.7% | -2.1% | 2.4% | -10.6% | -10.6%[59 µM] | 5.9% | -2.0% | -0.8% | -12.7% |
| 17 | N#Cc1ccccc1OCC(=O)OCC(=O)N1CCCC1 | x | -6.9% | 2.8% | 16.4% | x | x | -3.6% | x | -2.0% |
| 18 | COc1ccc(S(=O)(=O)NCC(c2ccco2)N2CCc3ccccc3C2)cc1 (stereo not given) | -33.4% | -25.5% | 14.4% | 1.3% | -50.8% | x | -20.0% | x | -6.5% |
| 19 | Cc1cccc(C)c1OCc1cc(C(=O)N(Cc2nccn2C)C(C)C)no1 | -30.9% | -23.4% | 0.5% | 18.5% | x | 8.8% | -7.7% | -2.0% | -15.0% |
| 20 | O=C(Nc1nnc(SCc2ccc(F)cc2)s1)C1CC(=O)N(Cc2ccccc2)C1 (stereo not given) | -2.8% | -35.2% | -2.7% | 24.7% | 7.5%[59 µM] | -1.3% | u | -10.4% | -15.7% |
| 21 | CCOc1ccccc1C(=O)NC(C(=O)N(C)c1c(N)n(Cc2ccccc2)c(=O)[nH]c1=O)C(C)C (stereo not given) | x | -18.5% | x | 14.5% | x | x | -10.2% | x | -1.3% |
| 22 | COc1ccc(Cl)cc1N1C(=O)C2CCCN2C1c1ccccc1F (stereo not given) | 2.1% | -14.8% | 2.7% | 16.3% | 11.2% | 1.6% | -19.8% | -0.6% | -18.5% |
| 23 | O=c1c2oc3ccccc3c2n(Cc2cccc(C(F)(F)F)c2)c(=O)n1Cc1ccc2c(c1)OCO2 | -27.3% | -0.4% | x | 50.8%[activator] | u | -0.2% | -19.4% | -2.9% | 4.3% |
| 24 | C[C@@H]1COC(=O)[C@H](Cc2ccc(F)cc2)C/C=C\C[C@@H](CC(=O)N[C@H](CO)Cc2ccccc2)C(=O)N1 | x | -18.3% | 4.2% | u | x | x | 1.3% | x | -17.3% |
| 25 | Cc1cc(Oc2nc3c(C)cccn3c(=O)c2/C=C(\C#N)S(=O)(=O)c2ccc(Cl)cc2)ccc1Cl | 2.2% | -30.1% | -2.0% | -5.8% | 5.1% | 0.4% | -13.6% | -5.1% | -1.4% |
| 26 | COc1c(F)c(F)c(C(=O)Nc2ccccc2N2CCN(C(C)=O)CC2)c(F)c1F | -21.7% | -7.4% | 0.0% | 5.0% | 2.8%[59 µM] | 0.2% | u | -5.0% | -0.3% |
| 27 | C=CCNc1nc(Nc2ccc([N+](=O)[O-])cc2)nc(N2CCCC2)n1 | -12.8% | u | -0.8% | 15.8% | -29.4% | u | -27.0% | -7.3% | -2.5% |
| 28 | Cc1oc2c(C)c(O)ccc2c(=O)c1-c1cnn(-c2ccccc2)c1 | -2.8% | 3.6% | -3.9% | u | 4.7%[12.7 µM] | u | u | -8.9% | -13.0% |
| 29 | COCCN(C(=O)Cn1nnc2ccccc21)C(C(=O)NC1CCCCC1)c1ccc(OC)cc1OC (stereo not given) | 6.6% | -27.7% | -4.4% | u | -10.6%[59 µM] | 8.6% | u | 5.9% | -40.8% |
| 30 | CC(Sc1nc(-c2ccco2)nc2c1c(=O)n(C)c(=O)n2C)C(=O)O (stereo not given) | -11.1% | -14.5% | -10.1% | 0.5% | -17.2% | 25.9% | 2.7% | -0.8% | -14.2% |
| 31 | Cc1c(Cl)ccc2sc(N3CCN(C(=O)c4ccco4)CC3)nc12 | u | -18.5% | x | 5.2% | -27.7%[59 µM] | -9.9% | -18.9% | -3.5% | -4.1%[60.1 µM] |
| 32 | Cc1ncc(CN2CCCC(CCC(=O)NCc3ccc(F)c(F)c3)C2)s1 (stereo not given) | -32.6% | -1.7% | -4.0% | 11.1% | 8.9% | -8.4% | -19.9% | -2.3% | 2.1% |
| 33 | O=C(O)CCN1C(=O)c2ccc(NC(=O)c3cccs3)cc2C1=O | -2.1% | -10.4% | -0.5% | 7.4% | 22.3%[59 µM] | 27.0% | -11.3% | 0.6% | -7.9% |
| 34 | Cc1nc2cc(NC(=O)c3ccc(N4C(=O)CCC4=O)cc3)ccc2s1 | -3.6% | -13.8% | -3.9% | 15.4% | 8.9% | 10.4% | 2.9% | -6.3% | 2.0% |
| 35 | Cc1ccc(S(=O)(=O)N2CCC3(CC2)OCCN3S(=O)(=O)c2cccs2)cc1 | -22.3% | -3.4% | 17.4% | 79.4%[activator] | -40.1% | x | -25.0% | x | -15.2% |
| 36 | O=C(COC(=O)c1ccccn1)Nc1ccc2c(c1)OCCO2 | x | -9.0% | 2.5% | 15.3% | x | x | -21.6% | x | -6.2% |
| 37 | Cc1noc(C)c1C(=O)NC(C)C12CC3CC(CC(C3)C1)C2 (stereo not given) | -0.7% | -8.7% | 13.4% | -4.9% | 9.0% | 1.4% | 4.0% | -4.6% | -2.2% |
| 38 | Cc1ccc(S(=O)(=O)N(C)c2c(C)ccc(S(N)(=O)=O)c2C)cc1 | -21.8% | -6.7% | -0.1% | 174.1%[activator] | 1.6% | -25.0% | -9.1% | -5.2% | -2.7% |
| 39 | CC(=O)Nc1nc(-c2ccc3c(c2)CCN3C(=O)C2CC2)c(C)s1 | -29.0% | -13.0% | 29.9% | 15.8% | u | 6.5% | -0.8% | -4.4% | -16.7% |
| 40 | CCc1ccc(C(=O)NNC(=O)CN2C(=O)NC3(CCCC3)C2=O)cc1 | -0.5% | -6.1% | -0.4% | 40.9% | 6.0%[12.7 µM] | x | -18.8% | x | 1.8% |
| 41 | COc1ccc(NC2=C3CC(C)CC=C3N(c3ccc(OC)cc3)C2=O)cc1 (stereo not given) | -19.5% | -17.4% | -3.3% | 48.7%[activator] | u | -8.5% | -26.5% | -13.7% | -5.3% |
| 42 | CCCN(CC(=O)Nc1ccccc1OC)C(=O)Cn1[nH]c(=O)c2ccccc2c1=O | -0.9% | -3.6% | 21.2% | 38.2%[activator] | 2.1%[59 µM] | x | -18.2% | x | 8.0% |

Four compounds already listed, arranged by formula weight, rising.
| No. | Structure | BAZ2B block | JMJD2A Tudor | APEX1 inh | Pol iota inh | G9a inh | Pol beta inh | POLH inh | BLM helicase inh | POLK inh |
| --- | --- | --- | --- | --- | --- | --- | --- | --- | --- | --- |
| 39 | CC(=O)Nc1nc(-c2ccc3c(c2)CCN3C(=O)C2CC2)c(C)s1 | -29.0% | -13.0% | 29.9% | 15.8% | u | 6.5% | -0.8% | -4.4% | -16.7% |
| 33 | O=C(O)CCN1C(=O)c2ccc(NC(=O)c3cccs3)cc2C1=O | -2.1% | -10.4% | -0.5% | 7.4% | 22.3%[59 µM] | 27.0% | -11.3% | 0.6% | -7.9% |
| 40 | CCc1ccc(C(=O)NNC(=O)CN2C(=O)NC3(CCCC3)C2=O)cc1 | -0.5% | -6.1% | -0.4% | 40.9% | 6.0%[12.7 µM] | x | -18.8% | x | 1.8% |
| 38 | Cc1ccc(S(=O)(=O)N(C)c2c(C)ccc(S(N)(=O)=O)c2C)cc1 | -21.8% | -6.7% | -0.1% | 174.1%[activator] | 1.6% | -25.0% | -9.1% | -5.2% | -2.7% |
